From PubChem
S1P4 antag: blocks the human S1P4 receptor. O95977. S1P4-expressing cells, antagonist mode, reporter read-out. inhibition, % at 4.98 µM. hit rate 0.26% among 220,000. AID 1510; in the data active means inhibition above about 29%;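 further: 0% = wells stimulated with agonist and 100% = vehicle wells without agonist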
Target sequence (O95977 whole entry, looked up): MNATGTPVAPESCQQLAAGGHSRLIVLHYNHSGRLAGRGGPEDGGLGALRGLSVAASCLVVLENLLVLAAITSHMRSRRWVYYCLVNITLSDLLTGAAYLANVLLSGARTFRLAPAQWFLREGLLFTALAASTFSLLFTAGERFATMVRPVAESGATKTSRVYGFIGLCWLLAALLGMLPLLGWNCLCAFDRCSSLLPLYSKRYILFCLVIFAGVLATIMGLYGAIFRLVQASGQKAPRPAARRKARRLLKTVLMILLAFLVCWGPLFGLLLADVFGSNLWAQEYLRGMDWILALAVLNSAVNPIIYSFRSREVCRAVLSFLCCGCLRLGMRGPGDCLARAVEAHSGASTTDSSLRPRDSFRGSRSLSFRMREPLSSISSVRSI
BaF3 parental: reduces parental Ba/F3 cell viability, JAK2V617F counter-screen; CellTiter-Glo ATP luminescence; inhibition, % at 5.6 µM; hit rate 1.1% among 220,000;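 active means inhibition above a per-campaign cutoff, the mean inhibition of all tested compounds plus 3 SD, cut at about 27% in these data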;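 further: 0% = DMSO wells and 100% = JAK Inhibitor I control wells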
PERK inh: blocks human PERK kinase; inhibition, % at 5.6 µM; hit rate 0.17% among 220,000; AID 1416; CHO PERK-DD fusion, SEAP luminescence translation reporter;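 active means inhibition above the mean inhibition of all tested compounds plus 3 SD, set separately per screening campaign, cut at about 2.9% in these data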;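 further: PERK kinase domain activated by AP20187 dimerizer at 100 nM; 0% = DMSO with dimerizer and 100% = rapamycin at 8.4 µM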
Ba/F3 V617F tox: reduce viability of Ba/F3 cells dependent on JAK2V617F; Ba/F3 EpoR-JAK2V617F viability, ATP luminescence; inhibition, % at 5.6 µM; hit rate 1.1% among 220,000; AID 1446;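 active means inhibition above the campaign mean plus 3 SD over all tested compounds, cut at about 24% in these data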;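 further: cytokine-independent growth of Ba/F3 cells driven by EpoR plus mutant JAK2; 0% = DMSO-treated cells and 100% = JAK inhibitor I control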
EP2 mod: EP2 receptor (human) modulation; P43116; hit rate 0.83% among 260,000; EP2-expressing cells, cAMP HTRF FRET, PGE2 co-stimulation; induction, % at 25 µM;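 active means compounds whose cAMP rise, as percent of the full-agonist control response, exceeds 60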;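 further: rat C6 glioma line stably carrying human EP2 under a CMV promoter; the protocol text gives 20 µM as final concentration; 100% = response of wells given 1 µM PGE2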
Target sequence (P43116 whole entry, looked up): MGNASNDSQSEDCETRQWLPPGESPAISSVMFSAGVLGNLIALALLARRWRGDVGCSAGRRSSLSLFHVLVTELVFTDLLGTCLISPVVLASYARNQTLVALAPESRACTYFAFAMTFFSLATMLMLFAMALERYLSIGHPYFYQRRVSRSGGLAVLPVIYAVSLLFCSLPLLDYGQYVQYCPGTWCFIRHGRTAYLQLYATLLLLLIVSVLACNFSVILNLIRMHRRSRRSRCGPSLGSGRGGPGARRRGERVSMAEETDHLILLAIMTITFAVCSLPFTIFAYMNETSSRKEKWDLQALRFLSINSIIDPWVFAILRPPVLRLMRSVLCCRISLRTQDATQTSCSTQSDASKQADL
Calpain2 inh: inhibitors of pig calpain II; purified calpain II, fluorogenic peptide substrate, 30 min; hit rate 0.37% among 220,000; inhibition, % at 16 µM;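 active means inhibition above about 50%, limit read from the data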
TRPML3 ag: human mucolipin-3 channel agonism. Q8TDD5. HEK293 TRPML3-YFP, Fluo-8 calcium fluorescence; 100% = the carbachol control signal. activation, % at 3 µM. hit rate 0.29% among 220,000;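 active means activation above its plate's cutoff, the mean activation of the plate's test wells plus 3 SD, cut at about 12% in these data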;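 further: 0% = DMSO only wells and 100% = carbachol wells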
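Test system: HEK293 cells stably carrying human TRPML3-YFP; Doses: single dose, 3 µM final nominal compound, 0.3% DMSO final; Schedule: dye loading 1 h 37 °C then 30 min ambient, 125 s read; Technique: Fluo-8 calcium fluorescence; Benchmarks: high control carbachol 87 µM, low control DMSO.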
zfTRPN1 agonist: activates the zebrafish TRPN1 channel. HEK293 zebrafish TRPN1-YFP, Fluo-8 calcium fluorescence; 100% = response to 87 µM carbachol. activation, % at 3 µM. hit rate 0.18% among 220,000;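 active means activation above its plate's cutoff, the mean activation of test wells on that plate plus 3 SD, cut at about 19% in these data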;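 further: 0% = DMSO alone and 100% = 87 µM carbachol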
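Material – zebrafish TRPN1-YFP in HEK293 cells · Doses – 3 µM single point · Schedule – dye 1 h 37 °C plus 30 min RT · Signal – Fluo-8 calcium fluorescence, excitation 470-495 nm, emission 515-575 nm · Read-out – % activation versus carbachol response · Control set – carbachol high, DMSO low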
S1P4 agonist: agonists of human S1P4 receptor; hit rate 0.35% among 220,000; S1P4-expressing cell line, agonist reporter assay; activation, % at 4.98 µM; in the data active means activation above about 11%;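 further: 0% = DMSO vehicle and 100% = reference agonist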
Numbers without * were called inactive; nt = no result given; & = joins results of further samples.

SMILES	S1P4 antag	BaF3 parental	PERK inh	Ba/F3 V617F tox	EP2 mod	Calpain2 inh	TRPML3 ag	zfTRPN1 agonist	S1P4 agonist
Cn1c(C(O)c2ccccc2F)nc(Cl)c1Cl (stereo not given)	-2	5	0.4	2	20	-9	-0.5	1.2	-0.2
Cc1ccc(S(=O)(=O)N(CC(=O)NN=C2CCN(C)CC2)c2ccc(F)cc2)cc1	-10	2	-0.8	-2	3	-19	0.7	0.8	1.0
CC(C)(C)c1ccc(C(=O)Nc2nonc2-c2nc3ccccc3[nH]2)cc1	0	2	0.9	-2	12	-17	0.4	-0.8	1.6
CCCCCCOc1ccc(N2C(=O)CC(NCc3ccc(S(N)(=O)=O)cc3)C2=O)cc1 (stereo not given)	-3	1	0.7	-2	-19	-7	0.5	1.1	1.0
O=C(CCN1C(=O)/C(=C/c2ccc(F)cc2)SC1=S)NNC(=O)c1cccnc1	-21	4	0.0	3	-13	30	0.6	1.4	-0.3
Cc1cc(C)n(-c2c(F)c(F)c(CN3CCCCC3)c(F)c2F)n1	-15	-3	0.5	-5	-21	8	0.5	-1.1	0.0
CC(C)C(C(=O)Nc1nccs1)N1C(=O)c2ccccc2C1=O (stereo not given)	-1	3	0.8	0	30	-32	0.9	-0.9	-0.2
O=[N+]([O-])c1cc(/C=N/Nc2nc(N3CCOCC3)nc(N3CCOCC3)n2)ccc1Cl	-7	9	1.4	1	-3	-18	0.8	-0.2	-0.5
CCOC(=O)CCCCC(=O)c1[nH]c(=O)[nH]c1CSc1nnc2c3ccccc3n(C(C)C)c2n1	-21	5	0.1	0	21	-48	0.1	-0.4	0.3
CC(=O)Nc1ccccc1OCC(=O)c1cc(C)n(Cc2cccs2)c1C	-16	82*	-1.0	62*	-41	-19	28*	16	0.6
Cc1cc(NC(=O)CSc2nc(-c3ccc(Cl)cc3)cs2)no1	-9	-1	0.6	-3	13	-19	0.3	-0.3	1.8
N#CNC(N)=Nc1cccc(Cl)c1	-2	2	0.4	-3	4	-140	-0.4	0.3	0.6
COc1ccccc1NC(=O)CCc1c(C)nc2c(-c3ccc(F)cc3)c(C)nn2c1C	8	-7	0.5	1	22	-49	0.5	1.2	-0.9
O=C(Nc1ccc(Cl)cc1)N1CCN(c2ncccn2)CC1	-10	1	1.1	-1	-10	-5	0.7	2.0	1.9
Cc1csc(NC(=O)CSCC(=O)Nc2ccccc2)n1	-8	-1	1.2	-2	14	-6	0.8	1.4	-1.9
COc1cccc(/C=N/N2CCN(C)CC2)c1	-1	10	0.8	3	17	18	-0.5	0.9	0.0
Cc1cc(C)cc(N(C(C)C(=O)Nc2c(C)n(C)n(-c3ccccc3)c2=O)S(C)(=O)=O)c1 (stereo not given)	8	3	0.8	0	-11	6	0.7	0.4	-0.1
O=C(Cn1nc(C(F)(F)F)c2c1CCC2)NCc1ccc(Cl)cc1	-7	6	-0.2	-3	9	-11	-0.9	-1.8	0.9
CCCCC(CC)CNC(=O)C1CCCN(S(=O)(=O)c2cnc[nH]2)C1 (stereo not given)	-14	6	0.2	3	-1	-15	0.7	0.6	-1.1
Cc1ccsc1/C=N/n1c(-c2ccncc2)n[nH]c1=S	-25	5	0.6	1	41	9	2.1	1.6	0.9

In the list so far, these contain an aryl methoxy group.
SMILES	S1P4 antag	BaF3 parental	PERK inh	Ba/F3 V617F tox	EP2 mod	Calpain2 inh	TRPML3 ag	zfTRPN1 agonist	S1P4 agonist
COc1ccccc1NC(=O)CCc1c(C)nc2c(-c3ccc(F)cc3)c(C)nn2c1C	8	-7	0.5	1	22	-49	0.5	1.2	-0.9
COc1cccc(/C=N/N2CCN(C)CC2)c1	-1	10	0.8	3	17	18	-0.5	0.9	0.0

Entries of single compounds as entered above. Order of screens: S1P4 antag	BaF3 parental	PERK inh	Ba/F3 V617F tox	EP2 mod	Calpain2 inh	TRPML3 ag	zfTRPN1 agonist	S1P4 agonist
O=C(Cn1nc(C(F)(F)F)c2c1CCC2)NCc1ccc(Cl)cc1 is listed with -7	6	-0.2	-3	9	-11	-0.9	-1.8	0.9
O=[N+]([O-])c1cc(/C=N/Nc2nc(N3CCOCC3)nc(N3CCOCC3)n2)ccc1Cl is listed with -7	9	1.4	1	-3	-18	0.8	-0.2	-0.5

More compounds follow:
SMILES	S1P4 antag	BaF3 parental	PERK inh	Ba/F3 V617F tox	EP2 mod	Calpain2 inh	TRPML3 ag	zfTRPN1 agonist	S1P4 agonist
O=C(COc1ccc(Br)cc1)Nc1ccc(-c2nnc(-c3ccco3)o2)cc1	-2	5	0.6	0	75*	11	0.8	0.5	-1.4
CCn1c(C)nc2cc(C(=O)NNC(=S)Nc3ccccc3)ccc21	-3	5	0.9	0	16	-1	1.1	-0.4	0.7
CCCCNC(=O)c1cn(CC)c2cc(N3CCN(C)CC3)c(F)cc2c1=O	-2	3	-1.9	2	-43	-60	1.2	3.8	-0.7
CCOc1ccc2nc(SCc3ccc(C(=O)OC)o3)[nH]c2c1	1	1	0.7	-3	-1	28	-1.7	-1.5	-1.5
O=C1CC(c2ccccc2)CC(O)=C1C=Nc1ccccc1Cl (stereo not given)	6	3	2.1	-4	3	-24	0.4	1.0	0.4
CCCCN(CC)C(=S)Nc1ccc2nc(N3CCN(C)CC3)cc(C)c2c1	-21	11	-0.5	5	-16	-6	0.4	-0.5	0.7
Nc1ccc(Oc2ccc3c(c2)OCO3)cc1	11	0	0.2	-3	-22	7	-0.1	0.3	-0.3
CC(=O)NC(CCS(C)(=O)=O)C(=O)Nc1ccc(F)cc1Cl (stereo not given)	4	1	1.1	-4	22	14	1.5	1.6	-0.1
COc1ccc(-c2nc(SC)n(C(=O)c3ccco3)n2)cc1	-10	3	0.6	-2	18	2	-0.2	0.3	0.9
COCCNC(=O)CSc1nc2c(n1-c1ccccc1)CCCC2	6	-1	-0.7	-2	30	-42	-0.5	-0.8	0.5
O=C(Nc1cccc(C(F)(F)F)c1)C(=O)N1CCCCC1	-15	4	1.5	1	10	1	1.3	-0.1	1.3
CC(Sc1nc(N)cc(=O)[nH]1)C(=O)Nc1cccc(Cl)c1 (stereo not given)	-10	4	0.9	-2	18	-6	0.6	-0.3	0.8
COc1cccc(NC(=O)C(NCC2CCCCC2)c2ccccc2)c1 (stereo not given)	1	6	-0.5	0	14	-8	-0.2	-0.1	-2.2
Cc1cc(NC(=O)CSc2nnc(C3COc4ccccc4O3)o2)no1 (stereo not given)	-6	0	0.9	-6	4	-8	1.0	2.1	0.9
O=C(COC(=O)c1ccccc1Nc1ccccc1)c1ccccc1	-3	4	-0.7	1	23	27	1.1	-0.7	-0.7
CC(=O)Cc1cc(O)c2ccccc2c1OC(=O)c1ccccc1	4	-4	-0.1	28*	-13	11	-0.2	-2.6	0.3
O=C(Nc1ccccc1C(=O)O)c1cccc(F)c1	-17	-4	0.8	0	nt	nt	-0.7	-1.1	2.2
CCOc1ccc(N2C(=O)CC(N(O)c3ccccc3)C2=O)cc1 (stereo not given)	0	-1	-0.2	0	4	12	0.2	0.3	0.5
O=C(Nc1ccc2oc(-c3ccncc3)nc2c1)c1c(F)c(F)c(F)c(F)c1F	-12	2	1.6	-1	15	-220	0.7	0.7	-4.5
O=C(NCCN1C(=O)C2C3C=CC(C3)C2C1=O)N1CCCCC1 (stereo not given)	-13	0	0.2	-1	-16	-8	0.2	-0.4	1.4
Cc1nn(C(C)(C)C)c(C)c1/C=N/OC(=O)Nc1ccc(Cl)c(Cl)c1	15	-2	1.2	-2	-12	-16	0.7	0.3	-0.3
C#CC[N+]1(CC#Cc2cccc(C)c2)CCCCC1	-2	67*	0.6	76*	-18&9	-6	0.4	-0.7	-2.2
O=C(COC(=O)c1ccccc1Oc1ccccc1)NC1CC1	-15	2	1.0	-2	-16	14	0.0	-2.5	-1.0
O=C(N1CCOCC1)C12CC3CC(C1)CC(c1ccccc1)(C3)C2	-24	3	0.0	-1	2	-12	-0.5	-1.0	0.5
COc1ccccc1N1CCN(CC(=O)Nc2c(C)n(C)n(-c3ccccc3)c2=O)CC1	-27	-2	1.9	0	18	-8	0.4	-0.5	1.2
CCCCOC(=O)NCN1C(=O)C2C3C=CC(C3)C2C1=O (stereo not given)	0	1	0.5	5	12	15	0.4	0.2	0.5
Cc1ccn2cc(C(=O)Nc3ccccc3N3CCOCC3)nc2c1	-3	3	-0.4	-4	-12	16	-0.3	1.3	0.1
Nc1ccc(S(=O)(=O)NNC(=O)C(=O)NNc2ccccc2)cc1	-12	6	1.2	1	-2	-20	0.5	1.0	-1.5
COc1ccccc1Cc1noc(-c2cc(Cl)ccc2OC)n1	4	7	0.5	0	19	9	0.4	0.4	1.1
CCC(=O)NS(=O)(=O)c1cccnc1Nc1ccc(Cl)cc1	-13	2	1.2	-2	4	-17	0.6	0.2	1.1
CCOC(=O)n1c(=O)oc2cc(S(=O)(=O)N3CCCCC3)ccc21	-15	1	0.9	-2	29	-6	1.4	-0.8	-1.4
Cc1ccccc1-n1c(SCC(=O)c2cc(C)n(C)c2C)nnc1-c1ccncc1	-12	5	-0.8	-3	-5	-11	0.3	2.8	0.0
CCOc1ccc2nc(NC(=O)C(NS(=O)(=O)c3cccs3)C(C)C)sc2c1 (stereo not given)	-3	9	-1.6	3	7	1	-0.7	0.7	-1.9
O=C(CSc1nnnn1-c1ccc(O)cc1)Nc1cccc(S(=O)(=O)N2CCCC2)c1	-13	-1	1.0	-3	-13	5	1.2	1.2	-1.8
O=C(O)CCCCCNC(=O)c1cccc(Br)c1	-3	-2	1.3	0	28	-15	0.6	0.8	0.2
CN1CCN(S(=O)(=O)c2ccc(NC(=O)Nc3cccc(Cl)c3)cc2)CC1	-4	0	0.0	-1	-24	5	2.8	3.6	-0.6
CC(C)c1nnc(NC(=O)c2ccc(S(=O)(=O)N3CCOCC3)cc2)s1	8	7	1.0	1	19	-12	0.5	2.6	1.4
CCC(=O)NCCc1nc2ccccc2n1CC	11	7	1.7	-2	13	-14	-0.1	1.8	-0.4
CN(C(=O)c1c[nH]c(=O)cc1C(F)(F)F)c1ccc(Cl)cc1	2	-4	-1.1	0	-15	8	0.1	-0.9	-0.5
Cc1ccc(Nc2nc(N)nc(CSc3nnc(C)s3)n2)cc1	-11	-2	-0.6	-2	11	-8	-0.1	-0.1	0.9
Cc1ccc(N2C(=O)CC(N(O)C3CC(=O)N(c4ccc(C)cc4)C3=O)C2=O)cc1 (stereo not given)	-21	4	-0.1	2	6	23	0.7	0.1	0.2
COC(=O)Cc1ccc(NC(=S)N2CCCC(CO)C2)cc1 (stereo not given)	-16	7	0.3	2	10	-8	2.2	1.0	0.7
O=C(CCC1CCCN(C(=O)COc2ccccc2)C1)N1CCN(c2ccccn2)CC1 (stereo not given)	-4	1	-1.1	-1	-40	-18	1.7	4.1	1.4
Cn1c(CC(=O)Nc2ccc(Cl)c(Cl)c2)nnc1SCC(=O)NCc1ccccc1	-5	1	0.4	-1	-23	-22	0.6	-0.3	0.6
COC(=O)C1=C(SC)N(c2ccccc2)C(c2ccccc2)CC1=O (stereo not given)	-19	3	-0.7	6	23	24	-0.1	-2.1	-0.6
COc1cccc(NC(=O)Nc2nnc(N3C(C)CCCC3C)s2)c1 (stereo not given)	-17	-4	-0.3	-2	-35	-6	0.1	1.6	-0.9
Cc1ccc(C(O)(C(=O)NNc2ccccn2)c2ccc(C)cc2)cc1	-4	-1	0.0	-2	2	-4	-0.4	-1.0	-0.9
CCCCCc1nc2sc3c(c2c(=O)n1N)CCC3	-26	2	0.9	-1	-2	10	0.9	2.0	0.8
O=C(Nc1cccnc1)c1cc2c(ccc3ccccc32)o1	-12	5	-1.2	4	-22	-20	0.3	1.1	-2.6
